# H9c2 TAG inh: triacylglycerol accumulation inhibition. AID 651582. inhibition, % at 12.5 µM. H9c2 cells, Nile Red lipid (TAG) fluorescence; cells loaded with 200 µM oleic acid. actives 0.66% (n = 230,000);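 active means pattern-corrected inhibition of lipid staining of at least 50% with the nuclear-stain viability signal not falling by more than 50%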;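 further: 0% = DMSO wells and 100% = triacsin C control wells; some results filed as inactive read as strong as hits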
# H9c2 TAG inh DAPI viability: recorded beside H9c2 TAG inh, whose call it bears; DAPI nuclei signal change (viability), lower = more cytotoxic, %;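 whole-well DAPI fluorescence read on a plate reader as a viability signal; minus 50 percent equals half of cells still viable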
# The depositor's hits bear a star.
# The opening 2 compounds, ahead of the listing:
SMILES,H9c2 TAG inh,H9c2 TAG inh DAPI viability
O=C(c1ccc(Cl)c(S(=O)(=O)N2CCCCCC2)c1)N1CCCCC1,11,-3
Cc1ccc2oc(=O)c3cnn(CC(=O)N(CCN(C)C)Cc4ccco4)c3c2c1,8,8

# This part in full, repeating the preview:
SMILES,H9c2 TAG inh,H9c2 TAG inh DAPI viability
O=C(c1ccc(Cl)c(S(=O)(=O)N2CCCCCC2)c1)N1CCCCC1,11,-3
Cc1ccc2oc(=O)c3cnn(CC(=O)N(CCN(C)C)Cc4ccco4)c3c2c1,8,8
COc1ccccc1NS(=O)(=O)c1cccc(C(=O)NCC2(N(C)C)CCCCC2)c1,-1,-4
Cc1ccc(-n2nnnc2-c2cnn(-c3ccc(F)cc3)c2C(F)(F)F)cc1,-16,-7
Cc1ccc(OC(=S)Nc2ccc(O)cc2)cc1,4,8
O=C(Nc1nnc(CCN2CCCCC2)s1)c1ccc(Br)cc1,-9,9
O=C(CCc1ccccc1)Nc1cc2c(cc1C(=O)O)OCCCO2,-30,3
CCN(CC)C(=O)/C(=C/c1cccc([N+](=O)[O-])c1)NC(=O)c1ccco1,5,3
O=C(O)Cn1cc2c(n1)CCCC2,12,1
CC1CCCCN1C(=O)Cn1cnc2c1c(=O)n(C)c(=O)n2C (configuration not stated),-3,9
CC(NC(=O)NC(=O)c1ccc(Cl)cc1Cl)C1CC1 (configuration not stated),-7,6
COc1ccc(C(=O)NCC(C)(C)N2CCOCC2)cc1S(=O)(=O)N1CCCC1,8,3
CCn1c(CNc2ccc(Cl)cc2)nnc1SCc1ccc(C)cc1,-107,0
O=C(NCCNS(=O)(=O)c1ccc(Cl)cc1)c1cc(OCC(F)(F)F)ccc1OCC(F)(F)F,17,9
COc1ccc(C2c3[nH]c4ccccc4c3CCN2C(=O)Cc2nonc2C)c(F)c1 (configuration not stated),10,-1
Brc1cccc(OCCCN2CCCCCC2)c1,6,8
CC(C)Sc1nc(N)nc(-c2cccs2)c1C#N,8,-1
CCN(CC(=O)NC(=O)Nc1ccccc1F)Cc1ccccc1,12,-2
CC(=O)Nc1ccc(OCC(O)Cn2c(C(C)C)nc3ccccc32)cc1 (configuration not stated),9,-14
Cc1ccc(NC(=O)COc2ccc(N(C)S(=O)(=O)c3ccc(F)cc3)cc2)cc1,-7,5
Cc1ccc(NC(=O)CN2C(=O)S/C(=C\c3cc(C)n(-c4ccc(C(=O)O)cc4)c3C)C2=O)cc1,-2,2
CC(=O)Nc1ccc(S(=O)(=O)Nc2nc3ccccc3nc2-n2ccc(=NC(=O)c3ccccc3)cc2)cc1,0,-15
CC(=O)NS(=O)(=O)c1ccc(NS(=O)(=O)c2ccc(F)cc2)cc1,-13,8
CCCN(CC(=O)Nc1ccccc1C)C(=O)c1ccc2[nH]c3c(c2c1)CC(C)CC3 (configuration not stated),9,4
Cc1nn(-c2ccc([N+](=O)[O-])cc2)c(N)c1-c1ccccc1,2,-6
COc1ccc(NC(=O)C(c2ccc(OC)cc2)N(C)C(=O)CNC(C)=O)cc1 (configuration not stated),-16,16
O=S(=O)(NCc1csc(-c2ccccc2)n1)c1ccc(Cl)s1,-2,-2
CC(C)CN(C(=O)CSc1nc2ccccc2c(=O)[nH]1)c1c(N)n(CC(C)C)c(=O)[nH]c1=O,-8,4
C=CCn1c(-c2cccc(S(=O)(=O)N(CC)CC)c2)n[nH]c1=S,5,-1
CCC1CCCCN1C(=O)c1cc(S(=O)(=O)N2CCOCC2)ccc1C (configuration not stated),-6,3

# Compound profiles, from the list above:
# Shown for CCC1CCCCN1C(=O)c1cc(S(=O)(=O)N2CCOCC2)ccc1C (configuration not stated) : H9c2 TAG inh: -6; H9c2 TAG inh DAPI viability: 3
# Shown for O=C(c1ccc(Cl)c(S(=O)(=O)N2CCCCCC2)c1)N1CCCCC1 : H9c2 TAG inh: 11; H9c2 TAG inh DAPI viability: -3
# Shown for CC(=O)NS(=O)(=O)c1ccc(NS(=O)(=O)c2ccc(F)cc2)cc1 : H9c2 TAG inh: -13; H9c2 TAG inh DAPI viability: 8

# (list continues)
SMILES,H9c2 TAG inh,H9c2 TAG inh DAPI viability
CC(Nc1nc(-c2ccccc2)nc2ccccc12)c1ccccc1 (configuration not stated),18,3
Cc1ccc(NC(=O)Nc2ccc(Cl)cn2)cc1,-17,-2
O=C(C[C@H]1C/C=C\CC[C@@H](Cc2ccc(F)cc2)C(=O)OCCNC1=O)NCCO,-11,2
COc1ccc(NC(=O)CCn2nnc(-c3ccc(C)cc3)n2)cc1OC,-19,4
CCOc1ccc(C(N)=O)cc1OC,-2,3
c1cncc(-c2nc3ccccn3c2Nc2ccc3c(c2)OCCO3)c1,-2,-6
COC(=O)C1=CN(c2ccc(F)cc2)C=C(C(=O)OC)C1c1ccc([N+](=O)[O-])cc1,-4,-9
CCCCn1c(N)c(N(CC(C)C)C(=O)CN2C(=O)NC3(CC(C)CC(C)(C)C3)C2=O)c(=O)[nH]c1=O (configuration not stated),27,-39
COc1cccc(C(=O)NC(C)CCc2ccccc2)c1 (configuration not stated),-6,-3
N#CCSc1nc2scc(-c3cccs3)c2c(=O)n1CCc1ccccc1,10,15
O=C(/C=C/c1ccccc1)Oc1cccc(C(=S)N2CCOCC2)c1,10,0
Cc1cn2c(-c3ccncc3)nnc2s1,6,4
COC(=O)CCCC1=CC2=CC(=O)C(C)(OC(=O)c3cccs3)C(=O)C2=CN1CCc1c[nH]c2ccccc12 (configuration not stated),-1,-2
Cc1coc2c1C(=O)C(=O)c1c-2ccc2c(C)cccc12,-3,4
CN(C)S(=O)(=O)N(CC(=O)Nc1ccc(S(=O)(=O)N2CCCC2)cc1)c1ccccc1,7,2
COc1cc(/C=C/C(=O)OCC(=O)N2CCCc3ccccc32)ccc1OC(F)F,-1,-5
CCOc1ccc(/C=C(/NC(=O)c2ccccc2)C(=O)NCCC(=O)O)cc1,-5,3
C=C1CCN([C@@H](Cc2ccccc2)C(=O)N2CCOCC2)S(=O)(=O)c2ccccc21,2,-3
CS(=O)(=O)Nc1ccc(S(=O)(=O)N2CCOCC2)cc1,2,4
COCCNC(=O)C1CCCN(C(=O)c2cccnc2Oc2ccccc2)CC1 (configuration not stated),-7,3
Cc1ccc2cc(COC(=O)c3cccc([N+](=O)[O-])c3)c(=O)[nH]c2c1,-2,-2
CCOC(=O)c1[nH]c2ccccc2c1NC(=S)Nc1cccc(C)c1C,-6,9
O=C(NNC(=S)NCC1CCCO1)c1ccc(S(=O)(=O)N2CCOCC2)cc1 (configuration not stated),10,-1
COc1ccc(-n2c(-c3ccc(Br)cc3)c[n+]3c2SC(C)C3)cc1 (configuration not stated),-1,-11
COc1ccc(S(=O)(=O)N(C)c2ccc(C(=O)Nc3ccccc3C(=O)N3CCOCC3)cc2)cc1OC,2,-4
Cc1cc(C)n(-c2ccc(C(=O)OCc3ccccc3)cc2)n1,-5,5
CN1CCN(c2ncnc3c2ncn3[C@H]2CN(Cc3ccncc3)C[C@@H](CO)O2)CC1,-7,4
CCCOc1ccc(C2(C(=O)O)CCCC2)cc1,-10,-1
CCOc1ccccc1N1CCN(CC(=O)N(C)CC(=O)Nc2ccccc2CC)CC1,5,-2
CCCCn1c(N)c(N(CC(C)C)C(=O)CCN2C(=O)C3CC=CCC3C2=O)c(=O)[nH]c1=O (configuration not stated),1,3

# The final three entries of the part above open the next one:
SMILES,H9c2 TAG inh,H9c2 TAG inh DAPI viability
CCCOc1ccc(C2(C(=O)O)CCCC2)cc1,-10,-1
CCOc1ccccc1N1CCN(CC(=O)N(C)CC(=O)Nc2ccccc2CC)CC1,5,-2
CCCCn1c(N)c(N(CC(C)C)C(=O)CCN2C(=O)C3CC=CCC3C2=O)c(=O)[nH]c1=O (configuration not stated),1,3
O=C(CSc1cccc2cccnc12)N/N=C/c1cccc(O)c1,-24,15
N#CCC(=O)Nc1ccc(C(=O)OC(C(=O)Nc2cc(C(F)(F)F)ccc2Cl)c2ccccc2)cc1 (configuration not stated),39,12
CN1[C@@H]2CCC[C@H]1CC(NC(=O)c1nn(C)c3ccccc13)C2 (some centres not stated),7,-9
Cc1ccc(S(=O)(=O)N(CC(=O)N2CCOCC2)c2ccc(C(C)C)cc2)cc1,4,3
COc1cc(CNc2ncn[nH]2)ccc1OCc1ccccc1C,-9,9
CCOC(=O)C1CCN(C(=O)CN2C(=O)c3ccccc3S2(=O)=O)CC1,-1,-1
CN(C(=O)c1ccc(NC(=O)Cc2ccc(NC(=O)C3CCN(C(=O)c4ccccc4)CC3)cc2)cc1)C1CCCC1,-15,11
O=C(NC(=S)Nc1ccc(F)cc1)C1CCCCC1,2,-2
Cc1c(NC(=O)c2cccc(NC(=O)COc3ccccc3)c2)c(=O)n(-c2ccccc2)n1C,10,-3
C=CCn1c(SCc2c(C(=O)OC)sc(N)c2C(=O)OC)nnc1-c1ccc(Cl)cc1,-15,13
CC1=C(C(=O)Nc2cccc(C(=O)NCC(C)c3ccccc3)c2)SCCO1 (configuration not stated),4,-4
CCC(=O)c1ccc(OCC(=O)O)c(OC)c1,1,-4
CCCOc1ccc(C(=O)NNC(=O)CCNC(=O)c2ccccc2Cl)cc1OC,28,-12
COC(=O)c1sccc1NC(=O)C1CCCCC1C(=O)O (configuration not stated),-4,-4
O=[N+]([O-])c1ncccc1Oc1nc(-c2cccnc2)nc2ccccc12,-2,-2

# Exported with two lines to a compound: part of the list above.
# Fields – H9c2 TAG inh | H9c2 TAG inh DAPI viability
- O=C(CSc1cccc2cccnc12)N/N=C/c1cccc(O)c1
  -24 | 15
- N#CCC(=O)Nc1ccc(C(=O)OC(C(=O)Nc2cc(C(F)(F)F)ccc2Cl)c2ccccc2)cc1 (configuration not stated)
  39 | 12
- CN1[C@@H]2CCC[C@H]1CC(NC(=O)c1nn(C)c3ccccc13)C2 (some centres not stated)
  7 | -9

# Further entries follow.
SMILES,H9c2 TAG inh,H9c2 TAG inh DAPI viability
COc1ccc(N2CCN(CCNC(=O)c3ccc4c(c3)[nH]c(=S)n3c5ccccc5nc43)CC2)cc1,36,-2
O=C(COC(=O)CCNS(=O)(=O)c1ccc(Cl)cc1)Nc1ccccc1OC(F)F,22,-7
Cn1ccs/c1=N\S(=O)(=O)c1ccc(F)cc1,-13,2
OCc1ccnc2oc3ccccc3c12,1,4
O=C(Cn1cnnn1)Nc1cccc([N+](=O)[O-])c1,-15,2
COc1ccc(CCNC(=O)C2CCC(=O)N(CC3CCCCC3)C2)cc1 (configuration not stated),-2,6
Cc1c(NC(=O)CN(c2ccc(F)cc2)S(=O)(=O)c2ccccc2)c(=O)n(-c2ccccc2)n1C,-7,0
CN(C)C(=O)c1coc2nc3ccccc3nc12,14,-5
CNc1oc(-c2cccs2)nc1C#N,10,21
CC(CN1CCOCC1)OC(=O)Cc1ccc(Cl)cc1 (configuration not stated),-17,4
Cc1cc(C(=O)N/N=C/c2sc(N3CCOCC3)nc2-c2ccccc2)c(C)o1,0,3
CCN(CC(=O)NCc1ccc(F)cc1)CC(=O)Nc1cc(S(=O)(=O)N(C)C)ccc1C,-15,2
O=C(O)CCC(=O)Nc1cccc(-c2csc(-c3ccccc3)n2)c1,-4,12
CC(=O)c1c[nH]c(C(=O)Nc2ccc(N3CCCCCC3)cc2)c1,3,3
O=C(NCc1ccccc1)c1cc(C2CCCN(C(=O)c3ccccc3)C2)on1 (configuration not stated),6,-2
COc1ccc(N(CC(=O)NCCSCc2ccco2)S(=O)(=O)c2ccc(C)cc2)cc1,7,-19
CCOC(=O)C1CCCN(C(=O)c2cc3c(-c4cccc(OC)c4)nn(C)c3s2)C1 (configuration not stated),-24,-10
Cc1ccc(C(=O)Nc2ncccc2C)cc1S(=O)(=O)N1CCOCC1,-2,-4
O=C(CCCCn1c(=O)c2ccccc2n(CC(=O)NC2CCCC2)c1=O)NCc1ccco1,5,-9
CC(Oc1ccccc1F)C(=O)NNC(=O)CC(C)c1ccccc1 (configuration not stated),-2,-3
COCCNC(=O)C(=O)NNS(=O)(=O)c1ccc2ccccc2c1,0,2
COc1ccc(NC(=O)CN(C)C(=O)CCNS(=O)(=O)c2ccc(Br)cc2)cc1,-12,4
CCCn1c(=N)n(CC(O)COc2ccc(C)cc2)c2ccccc21 (configuration not stated),10,6
Brc1cccc(-c2nc(-c3ccncc3)no2)c1,-2,-14
O=C(O)CCC(=O)N1N=C(c2ccccc2)CC1c1cccs1 (configuration not stated),-9,4
COc1cc(OC)c(C(=O)Nc2cccnc2)cc1OC,-3,0
Cc1cc([N+](=O)[O-])nn1CC(=O)NCCc1c[nH]c2ccccc12,-13,8
CN(C)Cc1csc(Nc2ccc(C(F)(F)F)cn2)n1,5,6
COc1cccc(NC(=O)C(C)Oc2ccccc2)c1 (configuration not stated),-5,17
COc1ccc(C(=O)NCCn2cc(SCC(N)=O)c3ccccc32)cc1,-7,-4
Cc1c(C(=O)N(C)Cc2ccccc2)oc2ccc(S(=O)(=O)N3CCCC3)cc12,-2,9
NNC(=O)c1cc(-c2ccc(N)cc2)nc2ccc(Br)cc12,2,11
COC(=O)c1nn(-c2ccccc2)c(-c2ccccc2)c1C(=O)c1ccccc1,-10,5
OCc1cn(-c2ccccc2)nc1-c1cc2ccccc2o1,-3,1
COC(=O)C1CC2=C(CCC2=O)N(c2ccccc2)C1=O (configuration not stated),-1,-5
Cc1ccc2c(C(=O)CN3CCC4(CC3)OCCO4)c(C)[nH]c2c1,-34,1
O=C(COC(=O)Cc1cccs1)Nc1ccccc1Cl,1,-1
Cc1cc[n+](-c2[nH]c(=O)sc2/C=N/N=C(\[O-])c2ccccc2)cc1,-2,-1
COc1cccc(NS(=O)(=O)c2cc(C)ccc2OC)c1,-16,-2
COCCNC(=O)COc1ccc(C)cc1C(=O)c1cc(C#N)c(=O)n(C2CC2)c1,6,-1
O=C(NCCN1C(=O)S/C(=C\c2cccnc2)C1=O)c1ccc(S(=O)(=O)N2CCCC2)cc1,-7,0
CCOc1ccc(NC(=O)Nc2nc(SCC)ns2)cc1,-15,3
Cc1ccc2nc(C)c3c(c2c1)N(c1ccc(F)cc1)CC3,0,17
CCc1noc(C)c1C(=O)N1CCN(S(=O)(=O)c2ccc(Cl)s2)CC1,-5,0
CC12CCC=CC1=C(C=O)C1C2CCC2(C)C(O)CCC12 (configuration not stated),8,-7

# Some of the compounds tested (hit frequency here may not be typical).
